LMNA splice mod – qHTS Assay for Modulators of Lamin A Splicing. HeLa LMNA splicing GFP/RFP minigene ratio, 48 h. Potency, µM (top dose mostly 46.1 µM), inactives show top-dose ratio change, negative = inhibition, hits mostly inhibitors. hit rate 0.01% among 200,000; active means well fitted inhibition curve with a large enough effect in the signal ratio, with a control signal flat, not every such curve was filed as active; inconclusive means small, poorly fitted or top-dose-only effect, or effect the other way, or a change in a side signal; the % refers to the signal ratio; further: on the % scale 0 is the no-effect control and ±100 the full control effect
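S3 HeLa cells stably expressing lamin A-EGFP splicing minigene plus DsRed2, 600 cells/well, 48 h compound exposure at 37C. Laser-scanning cytometry; analysed as GFP (500-530 nm)/RFP (575-640 nm) total intensity ratio; 0.5% DMSO vehicle.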
Epigenetic reg – Quantitative High-Throughput Screen for Regulators of Epigenetic Control | hit rate 0.2% among 280,000 | AID 1865, 2009 | Potency, µM (top dose mostly 53.9 µM), without a hit: at the highest dose GFP activation, most hits filed as activators | murine LDR cells, GFP reporter derepression, 30 h; active means well fitted activation curve with a large enough effect; inconclusive means small, poorly fitted or top-dose-only effect; further: % of control where 0% means no effect; nearly all actives have a fitted effect of over 60% in size
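Murine LDR cells carrying a silenced, genomically integrated CMV-driven GFP reporter were exposed to compound for 30 hours at 37 C. After PBS washes, GFP-positive cells (20–120 um objects) were counted by laser-scanning microplate cytometry.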
Numbers without * were called inactive; ? = inconclusive; [ ] = another dose, or the depositor's remark. Potency means the concentration at half of the fitted maximal effect. A portion of the library (hit frequency here may not be typical).

SMILES	LMNA splice mod	Epigenetic reg
CCOc1ccc(NS(=O)(=O)c2cc3c(cc2Cl)NC(=O)CO3)cc1	-15.6%[46 µM]	0.7%
COc1cc(C2C(C(=O)Nc3ccccc3C)=C(C)Nc3nc(SCc4cc(C)ccc4C)nn32)ccc1O (stereo unspecified)	?	0.0%
COCCNC(=O)CSc1c(C)cnc2c1c(=O)n(C)c(=O)n2C	?	2.1%
CCc1nnc2c(Nc3ccc(Br)c(C)c3)nc3ccccc3n12	4.5%[46 µM]	-0.2%
Cc1cccc(N2CCN(C(=O)C3CCN(c4ncnc5c4nc4n5CCCCC4)CC3)CC2C)c1 (stereo unspecified)	?	-0.2%
O=C(CCC1N=C2c3ccccc3N=C(SCc3cccc(F)c3)N2C1=O)NC1CCCCC1 (stereo unspecified)	-22.1%[46 µM]	-0.5%
COc1ccc(Cn2c(CNC(=O)Cc3cccc([N+](=O)[O-])c3)nc3cccnc32)cc1	0.4%[46 µM]	0.0%
Cc1ccc(-n2ncc3c(N4CCN(c5ccccc5)CC4)ncnc32)cc1C	5.9%[46 µM]	1.5%
Cc1ccc2nc(COc3ccccc3NC(=O)c3ccccc3C)cc(=O)n2c1	-0.9%[46 µM]	-0.3%
CCc1ccc2nc(N3CCN(C(=O)C4CC4)CC3)sc2c1	4.5%[46 µM]	0.4%
Cc1ccccc1NC(=O)CSc1nc2nccnc2c(=O)n1CCc1c[nH]c2ccccc12	-4.3%[46 µM]	0.0%
CCOC(=O)c1scc(-c2ccccc2)c1S(=O)(=O)Nc1cc(Cl)c(OC)cc1OC	-12.6%[46 µM]	0.0%

Continued, starting with the last 6 of the part before.
SMILES	LMNA splice mod	Epigenetic reg
COc1ccc(Cn2c(CNC(=O)Cc3cccc([N+](=O)[O-])c3)nc3cccnc32)cc1	0.4%[46 µM]	0.0%
Cc1ccc(-n2ncc3c(N4CCN(c5ccccc5)CC4)ncnc32)cc1C	5.9%[46 µM]	1.5%
Cc1ccc2nc(COc3ccccc3NC(=O)c3ccccc3C)cc(=O)n2c1	-0.9%[46 µM]	-0.3%
CCc1ccc2nc(N3CCN(C(=O)C4CC4)CC3)sc2c1	4.5%[46 µM]	0.4%
Cc1ccccc1NC(=O)CSc1nc2nccnc2c(=O)n1CCc1c[nH]c2ccccc12	-4.3%[46 µM]	0.0%
CCOC(=O)c1scc(-c2ccccc2)c1S(=O)(=O)Nc1cc(Cl)c(OC)cc1OC	-12.6%[46 µM]	0.0%
CCC(CC)C(=O)Nc1cccc(-c2nc3cccnc3s2)c1C	?	2.2%
COc1cc(OC)c(C2C=C(c3ccc(C)cc3)Nc3c(C(=O)Nc4ccccc4)cnn32)cc1OC (stereo unspecified)	?	0.0%
Cc1cccc(CSCc2ccc(C(=O)NCCc3ccccc3)o2)c1	?	2.8%
COc1cc(NC(=O)N2CCC(CN3CCCC3)CC2)cc(OC)c1OC	-9.7%[46 µM]	-1.2%
CCCCOc1ccc(C(=O)NCCc2csc(-c3cccc(F)c3)n2)cc1	?	2.5%
CCOc1ccc(C2C(C(=O)Nc3ccccc3)=C(C)Nc3nc(SCc4cccc(OC)c4)nn32)cc1 (stereo unspecified)	0.1%[46 µM]	1.1%
COc1ccc(F)cc1S(=O)(=O)NCC(c1ccco1)S(=O)(=O)c1cccs1 (stereo unspecified)	?	4.1%
CCOc1ccc(NC(=O)CN2CCN(CC(=O)Nc3ccc(N(CC)CC)cc3)CC2)cc1	12.3%[46 µM]	0.0%
CCOc1ccc(-c2nc(CSCC(=O)NCc3ccc(C)cc3)c(C)o2)cc1	-5.8%[46 µM]	0.0%
CCN1CCN(c2ncnc3c2cnn3-c2ccc(C)c(Cl)c2)CC1	-20.9%[46 µM]	8.9%
CCN(CC)C(=O)CSc1nc2ccccc2c(=O)n1Cc1ccco1	0.6%[46 µM]	-0.5%
COc1cccc(CNC(=O)c2ccc3c(c2)N(C)C(=O)C2CCCCN32)c1 (stereo unspecified)	?	1.7%
O=C(COc1ccccc1F)OCc1cc(=O)n2nc(C3CCCCC3)sc2n1	10.5%[46 µM]	0.8%
Cc1cccc(Cn2c(CNS(=O)(=O)c3ccc(C(C)C)cc3)nc3cccnc32)c1	1.0%[46 µM]	0.0%
Cc1nc(-c2cccc(S(=O)(=O)N3CCC(C(=O)NCc4ccccc4)CC3)c2)no1	12.6%[46 µM]	-3.7%
CCOC(=O)c1c(S(=O)(=O)N2CCC(C(=O)Nc3ccccc3OC)CC2)c(C)n(CC)c1C	11.0%[46 µM]	-1.3%
COc1ccc(-c2noc(N3CCC(C(=O)Nc4ccc(F)cc4Cl)CC3)n2)cc1	6.8%[46 µM]	0.7%
O=C(NCc1ccccc1Cl)c1c2c(nc3ccccc13)C(=O)N(C1CCCCC1)C2	-15.9%[46 µM]	0.8%
CCS(=O)(=O)c1ncc(N(Cc2ccco2)Cc2ccccc2F)c(C(=O)Nc2cccc(Cl)c2)n1	?	-3.2%
CC(C)c1ccc(NC(=O)CSC2=Nc3ccccc3C3=NC(CCC(=O)NC4CCCCC4)C(=O)N23)cc1 (stereo unspecified)	4.0%[46 µM]	-1.3%
COc1ccc(S(=O)(=O)NCC(c2ccco2)N2CCOCC2)cc1OC (stereo unspecified)	-4.6%[46 µM]	1.4%
COc1ccc(NC(=O)c2csnn2)cc1Cl	?	-1.6%
CCc1ccccc1NC(=O)CN1C(=O)CCn2nc(-c3cccn3C)cc21	3.3%[46 µM]	-1.7%
C=Cc1ccc(CN2C(=O)N(c3cccc(Cl)c3)S(=O)(=O)c3ccccc32)cc1	-1.3%[46 µM]	-0.5%
COc1ccc(OC)c(NC(=O)Cn2c(=O)c3cccn3c3ccccc32)c1	?	1.1%
Cc1cccc(N2CCN(CCCNc3ncnc4onc(-c5ccc(Cl)cc5)c34)CC2C)c1 (stereo unspecified)	?	-1.3%
CCOC(=O)c1cccc(NC(=O)c2cc(CN3CCOCC3)on2)c1	12.4%[46 µM]	1.1%
CCCCC(CC)CNC(=O)CN1C(=O)CSc2ccc(S(=O)(=O)N3CCOCC3)cc21 (stereo unspecified)	2.3%[46 µM]	-0.3%
CCc1ccc(NC(=O)C(=O)NCC(c2cccnc2)N2CCOCC2)cc1 (stereo unspecified)	?	0.0%
O=C(CSc1nc2c([nH]c3ccccc32)c(=O)n1-c1ccc(Cl)cc1)c1ccccc1	8.4%[46 µM]	0.8%
CC1=C(c2ccc(F)cc2)S(=O)(=O)N=C1N1CCC(C(=O)NCCc2ccccc2)CC1	?	0.0%
COc1cc(CN(C(=O)c2cccc(Cl)c2)c2ccccn2)cc(OC)c1OC	17.0%[46 µM]	-2.4%
COc1ccc(S(=O)(=O)NCCc2csc(-c3ccc(F)cc3)n2)cc1F	-16.6%[46 µM]	5.9%
COc1ccc(C(=O)NCC2(N3CCN(C)CC3)CCCCC2)cc1	8.6%[46 µM]	-2.2%
Cc1cc(C)cc(NC(=O)N2CCC(CN3CCc4ccccc4C3)CC2)c1	5.6%[46 µM]	1.2%
O=C(NC1CC(=O)N(c2cccc(F)c2)C1)c1ccc2c(c1)OCO2 (stereo unspecified)	13.4%[46 µM]	2.7%
Cc1ccc(OCC(=O)OCc2cc(=O)n3nc(-c4cccs4)sc3n2)cc1	?	0.0%
CCC(CC)C(=O)Nc1nnc(S(=O)(=O)N2c3ccccc3CC2C)s1 (stereo unspecified)	-4.5%[46 µM]	2.8%
CCOc1ccc(CNS(=O)(=O)c2ccc3c(c2)CCCN3C(C)=O)cc1	?	0.8%
CC1=C(C(N)=O)C(c2cccc(Br)c2)n2nc(SCc3ccccc3Cl)nc2N1 (stereo unspecified)	3.1%[46 µM]	1.4%
CCN1C(=O)c2ccccc2Sc2ccc(NC(=O)c3cccc(C)c3)cc21	?	0.0%
CCCN1CCN(CCCNC(=O)c2ccc3c(c2)sc2nc(-c4ccc(OC)cc4)cn23)CC1	-6.7%[46 µM]	0.0%
Cc1ccc(/C=C/c2onc(C)c2S(=O)(=O)N2CCC(C(=O)NCc3ccc(C)o3)CC2)cc1	-7.8%[46 µM]	-0.5%
CCOc1ccccc1NC(=O)Nc1ccccc1OCc1cc(=O)n2ccccc2n1	-0.1%[46 µM]	9.0%
O=C(CSc1nc2sc3c(c2c(=O)[nH]1)CCCC3)Nc1ccccc1F	-3.8%[46 µM]	7.0%
Cc1cc(C)c2nc(N(Cc3cccnc3)C(=O)CCS(=O)(=O)c3ccccc3)sc2c1	?	3.2%
COc1ccc(CNC(=O)c2cnn3c(C)c(Cc4ccc(F)cc4)c(C)nc23)cc1	-5.8%[46 µM]	2.7%
O=C(NCCc1csc(-c2cccc(F)c2)n1)c1ccccc1C(F)(F)F	6.9%[46 µM]	-0.9%
O=C(COc1ccc(Br)cc1Br)Nc1ccc(S(=O)(=O)Nc2ncccn2)cc1	1.6%[46 µM]	-0.2%
COc1cccc(CNC(=O)c2ccc3nc(-c4ccccc4)c(-c4ccccc4)nc3c2)c1OC	-11.8%[46 µM]	0.0%
Cc1ccc(CNC(=O)C(=O)NCC(c2cccs2)S(=O)(=O)c2cccs2)cc1 (stereo unspecified)	14.4%[46 µM]	4.9%
Cc1ccc(-n2nnc(-c3nsc(NC(=O)c4ccccc4)n3)c2C)cc1	17.5%[46 µM]	-3.1%
O=C(NCCCc1ccccc1)C1CCN(C(=O)N2CCOc3ccc(Cl)cc32)CC1	-10.6%[46 µM]	0.0%
Cc1ccc(Cl)cc1NC(=O)c1cc(S(=O)(=O)N2CCOCC2)cn1C	13.1%[46 µM]	2.8%
CCn1cc2c(n1)-c1c(oc(C(=O)Nc3cccc(C)c3C)c1C)CC2	?	0.0%
CCc1nnc(NC(=O)CSc2nccn2Cc2ccc(Cl)cc2)s1	?	-6.5%
CCC(C)NC(=O)c1ccc2c(c1)nc1n2CCCCC1 (stereo unspecified)	?	2.4%
O=C(CSc1cn(CC(=O)N2CCOCC2)c2ccccc12)Nc1ccccc1	7.8%[46 µM]	-1.1%
CCCS(=O)(=O)NCCc1sc2nc(-c3ccc(Cl)cc3)nn2c1C	6.4%[46 µM]	1.1%
COc1ccc(CCNS(=O)(=O)c2ccc(N3CCCCS3(=O)=O)cc2)cc1	1.3%[46 µM]	-0.8%

Continuation:
SMILES	LMNA splice mod	Epigenetic reg
Cc1ccc(C)c(N2CCN(c3ccc(NC(=O)c4cccs4)cc3C(=O)O)CC2)c1	15.5%[46 µM]	6.5%
COc1cccc(-c2nnc(SCC(=O)N(C)C3CCCCC3)o2)c1	8.6%[46 µM]	1.6%
CCC(C(=O)Nc1cccc(-c2cn3cccnc3n2)c1)c1ccccc1 (stereo unspecified)	?	2.8%
Cc1cc(C)c(NC(=O)c2cc(S(=O)(=O)N3CCC4(CC3)OCCO4)ccc2F)c(C)c1	-17.3%[46 µM]	1.8%
CCc1ccc(N2C(=O)CN(S(=O)(=O)CC)CC2(C)C(=O)NC2CCCCC2)cc1 (stereo unspecified)	0.7%[46 µM]	-1.2%
Cc1ccc(CNC(=O)c2ccc(CSCc3ccc(Cl)cc3)o2)cc1	-26.7%[46 µM]	2.4%
O=c1ccc2cc(S(=O)(=O)N3CCCC3)ccc2[nH]1	-15.1%[46 µM]	0.8%
Cc1ccc2c(=O)c(C(=O)c3ccc(F)cc3)cn(CC(=O)NC3CCCCC3)c2n1	-11.8%[46 µM]	1.3%
CCOC(=O)c1cc(-c2ccccc2)n(CCCC(=O)Nc2ccc(C(C)C)cc2)c1C	?	-1.1%
Cc1ccc(NC(=O)c2oc3ccc(S(=O)(=O)N4CCCCCC4)cc3c2C)c(C)c1	8.7%[46 µM]	3.9%
Cn1cc(-c2cc3n(n2)CCC(=O)N3CCCC(=O)Nc2ccccc2F)c2ccccc21	6.3%[46 µM]	1.7%
CC(Oc1ccccc1)C(=O)Nc1ccc(C(=O)OCc2cc(=O)n3nc(C(C)C)sc3n2)cc1 (stereo unspecified)	?	-1.3%
COCCCNS(=O)(=O)c1ccc(N2CCCCS2(=O)=O)cc1	15.0%[46 µM]	1.8%
COc1ccc(-c2nn(CC(=O)NCc3ccccc3)c3c2cnc2ccc(F)cc23)cc1	-8.5%[46 µM]	1.5%
COc1ccccc1CNC(=O)Cn1c(=O)ccc2cc(S(=O)(=O)N3CCCC3)ccc21	-11.8%[46 µM]	2.2%
COc1cc(NC(=O)Cn2cc(C(=O)c3ccc(F)cc3)c(=O)c3ccc(C)nc32)cc(OC)c1	3.9%[46 µM]	?

Compound activity from PubChem.
